Screens deposited in PubChem by Sanford-Burnham Center for Chemical Genomics.
mouse EphA4 binding: EphA4 ligand-binding antagonists – biochemical, colorimetric, mouse EphA4, primary screen (AID 689) | EphA4-AP binding to KYL peptide, pNPP A405; higher % means a stronger effect | inhibition, % at 10 µM, or IC50 in µM where a hit was titrated | hit rate 0.1% among 62,000; in the data active means a potency from the dose series; inactive means the rest, 99 in 100 with inhibition below about 22%
* = called active by the depositor. This is a subset (hit frequency here may not be typical).

Start of the data: the first 3 entries, to show the layout:
| Molecule | mouse EphA4 binding |
| --- | --- |
| COc1ccc(CN2CCN(Cc3cc(Br)ccc3O)CC2)cc1 | -8% |
| CCOC(=O)N(CC)c1ccc(C(O)(C(=O)OCC)C(F)(F)F)cc1 (stereo not drawn) | -7% |
| O=C(C1CC(=O)N(C2CCCCCCC2)C1)N1CCC2(CC1)OCCO2 (stereo not drawn) | 11% |

The whole of this part, from the start:
| Molecule | mouse EphA4 binding |
| --- | --- |
| COc1ccc(CN2CCN(Cc3cc(Br)ccc3O)CC2)cc1 | -8% |
| CCOC(=O)N(CC)c1ccc(C(O)(C(=O)OCC)C(F)(F)F)cc1 (stereo not drawn) | -7% |
| O=C(C1CC(=O)N(C2CCCCCCC2)C1)N1CCC2(CC1)OCCO2 (stereo not drawn) | 11% |
| CCc1c(C)nc(N)nc1N1N=C1SCC(N)=O | -7% |
| O=c1cccc2n1CC1CC2CN(c2ncnc3c2cnn3-c2ccc(Cl)cc2)C1 (stereo not drawn) | -2% |
| O=C(c1cc(=O)[nH]c2ccc(Br)cc12)N1CCC2(CC1)OCCO2 | -10% |
| O=C1NC(=O)C2(Cc3ccccc3N3CCCC32)C(=O)N1c1cccc(Cl)c1 (stereo not drawn) | 2% |
| CC(NCc1ccc(Cl)cc1)C(O)c1ccccc1 (stereo not drawn) | -7% |
| C1=C(c2c[nH]c3ccccc23)CCNC1 | -11% |
| Nc1ccc(S(=O)(=O)N2CCCCC2c2cccnc2)cc1 (stereo not drawn) | 5% |
| O=S(=O)(c1ccccc1)N1CC1c1ccccc1 (stereo not drawn) | -29% |
| COc1ccc(CCN(C)Cc2c(F)cccc2F)cc1OC | 1% |
| O=P(O)(O)C12CC3CC(CC(C3)C1)C2 | -13% |
| Cc1cc(CN(C)C)c(OC(=O)N(C)C)cc1C | -4% |
| CN(C)CCCN=Cc1c(O)n(CCc2ccc(F)cc2)c(=O)[nH]c1=O | -7% |
| COC(=O)CCP(C)(=O)OCC(C)C (stereo not drawn) | -1% |
| O=C(Cc1ccccc1)N1CCN(Cc2cccnc2)CC1 | 6% |
| NC(=O)CN1C2CCC1CC(NC(=O)C1CC1)C2 (stereo not drawn) | -8% |
| Cc1cc(C)nc(NC2=NCCS2)n1 | -9% |
| ClC1=CCC2CN(CCN3CCCCC3)CC2C1 (stereo not drawn) | 9% |
| CC(Nc1ccc([N+](=O)[O-])c2cccnc12)c1ccc(Br)cc1 (stereo not drawn) | -1% |
| COc1ccc(CN2CCN(C(=O)COc3ccc(Cl)cc3)CC2)cc1OCc1ccccc1 | -2% |
| CC1CN=C(Nc2cccc3ccccc23)S1 (stereo not drawn) | -8% |
| O=[N+]([O-])c1ccc(NCCCO)c2ncccc12 | -5% |
| CC(=O)Nc1ccc(OC(=O)N(C)C)cc1 | -3% |
| COc1cccc(-n2c(-c3ccoc3)nc3ccccc3c2=O)c1 | -2% |
| CC(=O)c1c(C)[nH]c(C(=O)N2CCC3(CC2)OCCO3)c1C | -12% |
| COC(=O)N1[C@H](c2ccccc2)[C@@H]1c1ccccc1 | 15% |
| NCCCP(=O)(O)CCc1ccccc1 | -16% |
| CN1CCN(Cc2ccc(Br)s2)CC1 | -11% |
| CC(C)CC1C(C#N)=C(N)Oc2c1c(=O)oc1ccccc21 (stereo not drawn) | -7% |
| Cc1cc(Cl)ccc1OCC(=O)O | -4% |
| Cc1ccc(-n2c(O)c(C=NCc3cccnc3)c(=O)[nH]c2=O)cc1C | -17% |
| Cn1c(=O)cc(SCC(=O)N2CCC3(CC2)OCCO3)c2ccccc21 | -2% |
| c1ccc2c(CNC3CCCCC3)c[nH]c2c1 | -2% |
| Cc1cccc(C(=O)Nc2ccc(Cl)cc2C(=O)c2ccccc2)c1 | -1% |
| CCOC(C(=O)OCC(O)CN(CC)CC)(c1ccccc1)c1ccccc1 (stereo not drawn) | -3% |
| O=C1NC(=O)[C@]2(Cc3ccccc3N3CCN(c4ccccc4)CC32)C(=O)N1c1ccccc1 (stereo partly drawn) | -2% |
| O=C(c1ccccc1)c1cn(CC(=O)N2CCCc3ccccc32)c2ccccc12 | -15% |
| CCOC(=O)c1c(-n2c(C)cc(C=C3C(=O)NC(=O)NC3=O)c2C)sc2c1CCCC2 | 3% |
| COC(=NC1CCCCC1)C(O)c1c[nH]c2ccccc12 (stereo not drawn) | -4% |
| COc1ccc(C(c2c(O)c3ccccc3oc2=O)c2c(O)c3ccccc3oc2=O)cc1Cn1nc(C)c([N+](=O)[O-])c1C | 5% |
| CC1=NN(c2ccccc2)C(=O)/C1=C/c1c(O)[nH]c(=S)[nH]c1=O | -4% |
| COc1ccc(C(CC(=O)N2CCC3(CC2)OCCO3)NS(=O)(=O)c2ccc(F)cc2)cc1 (stereo not drawn) | -1% |
| O=C(c1cccs1)N1C2CCC1CC(O)(c1cccnc1)C2 (stereo not drawn) | -3% |
| O=C1NC(=O)C(=Cc2cn(CCOc3ccc4c(c3)OCO4)c3ccccc23)C(=O)N1 | 1% |
| CC(c1ccccc1F)n1cc(C(=O)Nc2ccc3nc[nH]c3c2)nn1 (stereo not drawn) | -1% |
| COC(=O)N(c1ccccc1)P1(=S)OCCO1 | 4% |

Two records picked at random from those above:
| Molecule | mouse EphA4 binding |
| --- | --- |
| COC(=NC1CCCCC1)C(O)c1c[nH]c2ccccc12 (stereo not drawn) | -4% |
| COC(=O)N(c1ccccc1)P1(=S)OCCO1 | 4% |

Other structures
COc1ccccc1CN1CCN(C(=O)Cc2ccccc2)CC1
  mouse EphA4 binding: -3%

CCCCn1c(C)c(C(=O)O)c2cc(OC)ccc21
  mouse EphA4 binding: -2%

CC(=O)c1c(O)n(C)c(=S)n(-c2ccccc2)c1=O
  mouse EphA4 binding: 3%

Cc1ccc(S(=O)(=O)ON2CC2(C(F)(F)F)C(F)(F)F)cc1 (stereo not drawn)
  mouse EphA4 binding: -14%

CCOP(=O)(C#CC(C)(C)C)C(C)(O)c1ccccc1 (stereo not drawn)
  mouse EphA4 binding: -6%

O=c1[nH]c(CN2CCNCC2)nc2ccccc12
  mouse EphA4 binding: -2%

Cn1c2ccccc2c2cnn(CC(=O)N3CCC4(CC3)OCCO4)c(=O)c21
  mouse EphA4 binding: 5%

CN1CCc2nc3ccc(F)cc3c(C(N)=O)c2C1
  mouse EphA4 binding: -14%

O=S(=O)(c1ccccc1)N1CCCCC1c1cccnc1 (stereo not drawn)
  mouse EphA4 binding: -10%

C=CCn1c(O)c(C(C)=NC2CC2)c(=O)[nH]c1=O
  mouse EphA4 binding: -8%

Cc1nn(Cc2ccccc2)c(C)c1C(=O)OCC(=O)NCc1ccco1
  mouse EphA4 binding: -4%

CCc1c(C)nc(N)nc1N1N=C1SCC#N
  mouse EphA4 binding: -11%

Cc1ccc(N=Nc2c(O)[nH]c(=O)[nH]c2=O)c([N+](=O)[O-])c1
  mouse EphA4 binding: -10%

O=C1/C(=C\c2ccc3c(c2)OCO3)N2CCC1CC2
  mouse EphA4 binding: -6%

Cc1ccc(S(=O)(=O)N2CN3CCN(C3)C2)cc1
  mouse EphA4 binding: -12%

O=C1NC(=O)C2(Cc3ccccc3N3CCCC32)C(=O)N1 (stereo not drawn)
  mouse EphA4 binding: 2%

c1ccc(C2CC3CC(c4ccco4)N2O3)cc1 (stereo not drawn)
  mouse EphA4 binding: -3%

CCCCn1c(O)c(C=NCCN2CCCCC2)c(=O)[nH]c1=O
  mouse EphA4 binding: -6%

Fc1ccc(N2CCN(Cc3ccc4c(c3)OCO4)CC2)cc1
  mouse EphA4 binding: -16%

CC(C)(C)c1ccc(S(=O)(=O)N2CC3CC(C2)c2cccc(=O)n2C3)cc1 (stereo not drawn)
  mouse EphA4 binding: -16%

O=c1cccc2n1CC1CC2CN(Cc2c(Cl)cccc2Cl)C1 (stereo not drawn)
  mouse EphA4 binding: -5%

Cn1cccc1CNCCc1ccccc1
  mouse EphA4 binding: -12%

CC1=C(/C=C/c2ccccc2)CCN(C)C1
  mouse EphA4 binding: 2%

CC(=NCc1ccco1)c1c(O)n(C)c(=O)n(C)c1=O
  mouse EphA4 binding: -16%

O=C(O)C1CN2CCC1CC2 (stereo not drawn)
  mouse EphA4 binding: -4%

C(=NC12CN3CN(CN(C3)C1)C2)c1cccnc1
  mouse EphA4 binding: -5%

O=C1NC(=O)C2(Cc3ccccc3N3CCCC32)C(=O)N1c1ccccc1 (stereo not drawn)
  mouse EphA4 binding: 5%

O=C1C2CCCN2C(c2ccccc2)N1c1ccccn1 (stereo not drawn)
  mouse EphA4 binding: 0%

CCOC(=O)c1c(NC(=O)C(c2ccccc2)c2ccccc2)sc2c1C1CCN2CC1
  mouse EphA4 binding: 7%

Fc1ccccc1CCNCc1cccc(Cl)c1Cl
  mouse EphA4 binding: -18%

O=C1NC(=O)N(Cc2ccccc2)C(=O)/C1=C/c1ccc2c(c1)OCO2
  mouse EphA4 binding: 0%

CCOC(=O)c1c(N)n(Cc2ccccc2)c2nc3ccccc3nc12
  mouse EphA4 binding: -13%

COc1ccc(C(=O)NC(Cc2cnc[nH]2)C(=O)O)cc1 (stereo not drawn)
  mouse EphA4 binding: -1%

O=C1NC(=O)N(c2ccc(Cl)cc2)C(=O)/C1=C\c1cc(Br)cc(Cl)c1O
  mouse EphA4 binding: -5%

CN(C)C(=O)CSc1nnc([C@@H](N)Cc2ccccc2)o1
  mouse EphA4 binding: -18%

CCCn1ncc(C(=O)O)c1C
  mouse EphA4 binding: -4%

C#CCN1C(=O)C2(C(C#N)=C(N)OC(C)=C2C(=O)OCc2ccccc2)c2ccccc21 (stereo not drawn)
  mouse EphA4 binding: 12%

CCC(=NCc1ccco1)c1c(O)n(Cc2ccccc2)c(=O)[nH]c1=O
  mouse EphA4 binding: 3%

CCCCNC(=O)Nc1ccc(C(O)(C(=O)OCC)C(F)(F)F)cc1 (stereo not drawn)
  mouse EphA4 binding: 4%

NC12CN3CN(CN(C3)C1)C2 (tested in a mixture with another compound)
  mouse EphA4 binding: -9%

CCOc1ccc(C2SCC(=O)Nc3c2c(=O)[nH]n3C2CCCCCC2)cc1 (stereo not drawn)
  mouse EphA4 binding: -1%

COc1cc(/C=N/NC(=O)CN2CC(c3ccccc3)CC2=O)ccc1OC(=O)N(C)C (stereo not drawn)
  mouse EphA4 binding: -25%

FC(F)(F)c1cccc(-n2nnnc2C2(N3CCOCC3)CCCCC2)c1
  mouse EphA4 binding: -13%

O=C(Nc1ccc2ccccc2c1)c1nn(C23CC4CC(CC(C4)C2)C3)cc1Br
  mouse EphA4 binding: 14%

CCN1CC=C(c2c[nH]c3ccccc23)CC1
  mouse EphA4 binding: -28%

C=Cn1c(P(=S)(N2CCOCC2)N2CCOCC2)cc2c1CCCC2
  mouse EphA4 binding: 14%

COc1ccccc1CN1CCN(C(=O)COc2cccc(C)c2)CC1
  mouse EphA4 binding: 1%

CCCCN1C(=O)C(C2c3ccccc3C(=O)N2Cc2ccccc2)C(=O)NC1=S (stereo not drawn)
  mouse EphA4 binding: -16%

CC(=O)CC(C)(C)n1c[n+](C)nn1
  mouse EphA4 binding: -11%

O=C1NC(=S)NC(=O)C1=Cc1ccc(OCc2cccc(C(=O)O)c2)cc1
  mouse EphA4 binding: -9%

CCC(C)NC(=O)c1c(N)n(CC2CCCO2)c2nc3ccccc3nc12 (stereo not drawn)
  mouse EphA4 binding: 10%

O=C1NC(=O)C(=Cc2ccccc2OCc2ccccc2Cl)C(=O)N1
  mouse EphA4 binding: -4%

C=C(C)COc1cc(C)cc2oc(=O)c3c(c12)CCC3
  mouse EphA4 binding: 3%

CC(=O)Nc1cc(C(=O)N2CCC3(CC2)OCCO3)ccc1S(=O)(=O)c1ccc(C)cc1
  mouse EphA4 binding: 2%

CC(C)Sc1nnc([C@@H](N)Cc2ccccc2)o1
  mouse EphA4 binding: 4%

CNC(=S)NC1CC2CCCC(C1)N2CC(C)C (stereo not drawn)
  mouse EphA4 binding: -31%

COc1ccc(CC2C(=O)NC(=O)N(c3ccccc3)C2=O)c(OC)c1 (stereo not drawn)
  mouse EphA4 binding: -3%

CCN1CCN(c2ccc(NC(=O)C(C)C)cc2Cl)CC1
  mouse EphA4 binding: -3%

CN1C2CCC1CC(OC(=O)c1cc(Cl)cc(Cl)c1)C2 (stereo not drawn)
  mouse EphA4 binding: -2%

CNCC(O)c1cccc(OC(=O)c2ccccc2C)c1 (stereo not drawn)
  mouse EphA4 binding: -19%

CCOC(=O)Cn1cc(C(=O)c2ccccc2F)c2ccccc21
  mouse EphA4 binding: 4%

COc1ccccc1N=Cc1c(O)n(C)c(=O)n(C)c1=O
  mouse EphA4 binding: -6%

Cc1cc(C)n2nc(SC(C)C(=O)N3CCC4(CC3)OCCO4)nc2n1 (stereo not drawn)
  mouse EphA4 binding: -5%

5 structures already listed, ordered by formula weight, smallest number first:
CC(C)Sc1nnc([C@@H](N)Cc2ccccc2)o1
  mouse EphA4 binding: 4%

CN1C2CCC1CC(OC(=O)c1cc(Cl)cc(Cl)c1)C2 (stereo not drawn)
  mouse EphA4 binding: -2%

CCOC(=O)Cn1cc(C(=O)c2ccccc2F)c2ccccc21
  mouse EphA4 binding: 4%

O=C1NC(=O)C(=Cc2ccccc2OCc2ccccc2Cl)C(=O)N1
  mouse EphA4 binding: -4%

CC(=O)Nc1cc(C(=O)N2CCC3(CC2)OCCO3)ccc1S(=O)(=O)c1ccc(C)cc1
  mouse EphA4 binding: 2%
